# TDP-43 yeast inh = qHTS of TDP-43 Inhibitors. TDP-43 expressing yeast growth rescue, BacTiter-Glo, 24 h. Potency, µM (doses to about 46.1 µM), for the others: top-dose growth rescue (activation), most hits filed as activators. 410,000 tested, 1.8% active. AID 652104, 2013; note: % of control where 0% means no effect; nearly all actives have a fitted effect of over 50% in size
#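 Yeast cells expressing TDP-43 under galactose induction are exposed to compounds for 24 hr at 30 deg C. BacTiter-Glo luminescence measures growth, so protective compounds score as activators.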
# EPAC2 antagonist = qHTS for Antagonist of cAMP-regulated guanine nucleotide exchange factor 2 (EPAC2): primary screen; Rap guanine nucleotide exchange factor 4 (Homo sapiens), Q8WZA2; EPAC2 GEF exchange of Rap1B-BODIPY-GDP, fluorescence; Potency, µM (doses to about 114 µM), inactives show at the highest dose activity, negative = inhibition, actives largely listed as inhibitors; 360,000 tested, 0.18% active; AID 720708, 2013; note: % is set by controls: 0 for no effect and ±100 for the full control effect; nearly all actives have a fitted effect of over 45% in size; many of its hits are not listed in these tables
# Target sequence (Q8WZA2 whole entry, looked up): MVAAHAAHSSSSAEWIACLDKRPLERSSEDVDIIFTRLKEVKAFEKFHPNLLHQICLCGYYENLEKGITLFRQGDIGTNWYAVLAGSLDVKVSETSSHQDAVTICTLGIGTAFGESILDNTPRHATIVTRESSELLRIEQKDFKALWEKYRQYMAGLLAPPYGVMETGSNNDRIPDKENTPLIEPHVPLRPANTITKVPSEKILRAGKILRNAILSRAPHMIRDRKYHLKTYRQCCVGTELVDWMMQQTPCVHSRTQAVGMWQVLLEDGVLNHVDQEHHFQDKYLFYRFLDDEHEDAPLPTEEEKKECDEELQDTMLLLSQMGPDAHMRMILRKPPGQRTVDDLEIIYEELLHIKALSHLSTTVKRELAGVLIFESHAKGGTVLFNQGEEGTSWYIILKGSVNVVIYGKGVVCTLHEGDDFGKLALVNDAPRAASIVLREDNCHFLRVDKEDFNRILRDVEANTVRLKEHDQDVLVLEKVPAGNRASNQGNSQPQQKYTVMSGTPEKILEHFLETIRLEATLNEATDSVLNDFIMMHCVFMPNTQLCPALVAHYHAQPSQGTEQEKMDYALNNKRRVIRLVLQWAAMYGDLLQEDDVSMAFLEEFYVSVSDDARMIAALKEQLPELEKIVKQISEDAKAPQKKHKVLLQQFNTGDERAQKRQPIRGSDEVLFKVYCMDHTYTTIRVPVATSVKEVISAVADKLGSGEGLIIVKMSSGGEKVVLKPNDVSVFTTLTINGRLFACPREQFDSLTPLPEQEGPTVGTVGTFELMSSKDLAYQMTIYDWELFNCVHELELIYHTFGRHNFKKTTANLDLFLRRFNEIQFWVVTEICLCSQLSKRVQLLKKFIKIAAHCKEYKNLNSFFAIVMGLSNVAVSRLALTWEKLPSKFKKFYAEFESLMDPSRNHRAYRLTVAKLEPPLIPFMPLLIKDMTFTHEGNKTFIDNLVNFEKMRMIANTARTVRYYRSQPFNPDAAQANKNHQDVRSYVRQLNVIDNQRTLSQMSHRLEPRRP
# PTHR1 ag = qHTS for PTHR1 Agonists: Primary Screen; Parathyroid hormone/parathyroid hormone-related peptide receptor (Homo sapiens), Q03431; HEK293 GP2 PTHR1 cells, GloSensor cAMP luminescence, 1 h; Potency, µM (highest dose often 115 µM), for the others: at the top dose activation, hits mostly activators; 410,000 tested, 0.075% active; note: nearly all actives have a fitted effect of over 55% in size; some results filed as inactive show a strong effect at the top dose; inactives centre near -15; many of its hits are not listed in these tables
#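 HEK-293-derived GP2 cells expressing PTHR1 and a GloSensor cAMP reporter, 3,000/well, plated overnight, given luciferin plus IBMX (each 0.5 mM as added) for 1 h at 37 °C, then compound for 1 h at 37 °C. Luminescence was read after 15 min at room temperature.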
# EPAC2 ag = qHTS for Agonist of cAMP-regulated guanine nucleotide exchange factor 4 (EPAC2): primary screen | Rap guanine nucleotide exchange factor 4 (Homo sapiens), Q8WZA2 | EPAC2 activation, biochemical qHTS; response scale: 100% = 6.5 mM cAMP response | Potency, µM (titrated, usually from 154 µM), inactives show at the top dose activation, hits mostly activators | 360,000 tested, 0.079% active | AID 720711, 2013; note: nearly all actives have a fitted effect of over 50% in size
#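 Guanine nucleotide exchange by EPAC2 is measured as reduced fluorescence of BODIPY-GDP once it is released from 250 nM Rap1B. Plates are read kinetically for 30 min at room temperature; results are scaled to 6.5 mM cAMP.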
# EPAC1 antagonist = qHTS for Antagonist of cAMP-regulated guanine nucleotide exchange factor 3 (EPAC1): primary screen; Rap guanine nucleotide exchange factor 3 (Homo sapiens), O95398; EPAC1 GEF assay, Rap1b-BODIPY-GDP exchange fluorescence; Potency, µM (highest dose often 115 µM), without a hit: at the highest dose activity change, negative = inhibition, hits mostly inhibitors; 360,000 tested, 0.14% active;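 note: plate controls were vehicle for no effect and positive control for full effect; nearly all actives have a fitted effect of over 50% in size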
# aSyn rescue = qHTS of alpha-syn Inhibitors | Yeast expressing alpha-synuclein, growth rescue, BacTiter-Glo, 24 h | Potency, µM (highest dose often 46.1 µM), for inactives: at the highest dose growth rescue (activation), hits mostly activators | 370,000 tested, 0.14% active | AID 652106, 2013; note: % of control where 0% means no effect; nearly all actives have a fitted effect of over 65% in size
#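 Readout is rescue of growth in alpha-synuclein-expressing yeast, so inhibitors of toxicity appear as activators. Growth after 24 hr at 30 deg C in galactose medium is quantified by luminescence.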
# EPAC1 ag = qHTS for Agonist of cAMP-regulated guanine nucleotide exchange factor 3 (EPAC1): primary screen; Potency, µM (highest dose often 154 µM), inactives show at the top dose activation, most hits filed as activators; EPAC1 agonist qHTS, biochemical assay; response scale: 100% = response to 6.5 mM cAMP; 360,000 tested, 0.073% active; note: nearly all actives have a fitted effect of over 60% in size
#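 Nucleotide exchange by EPAC1 (100 nM) on Rap1B–BODIPY-GDP (250 nM) in the presence of 50 uM GDP is tracked fluorescently at 480/540 nm over 30 min. Signals are normalized to a 6.5 mM cAMP control.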
# FUS yeast rescue = qHTS for Suppressors of FUS Proteinopathy: Primary screen using FUS-linked yeast assay; S. cerevisiae FUS-expressing, growth rescue, OD600, 24 h; Potency, µM (series often up to 76.6 µM), without a hit: at the top dose growth rescue (activation), most hits filed as activators; 390,000 tested, 0.24% active;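 note: plate controls were DMSO vehicle for no effect and reference control for full effect; nearly all actives have a fitted effect of over 55% in size; some results filed as inactive show a strong effect at the top dose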
#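 S. cerevisiae expressing FUS from galactose induction served as the toxicity model. Growth after 24hr at 30C, read as absorbance at 600 nm, indicates suppression of toxicity; compounds dosed at several concentrations.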
# The depositor's hits bear a star; i = inactive; ? = inconclusive; / = not tested or not shown; [ ] = remark or other dose. Calls come from the whole dose curve; as a rule, active = well fitted curve in the direction sought with a large enough effect; inconclusive = small, poorly fitted or top-dose-only effect, or another doubt; inactive = no such curve, though single readings can be large; an effect the other way counts as inactive or inconclusive. Potency is the fitted concentration of half-maximal effect.
SMILES,TDP-43 yeast inh,EPAC2 antagonist,PTHR1 ag,EPAC2 ag,EPAC1 antagonist,aSyn rescue,EPAC1 ag,FUS yeast rescue
COc1ccc2cc3cc(C(=O)N4CCN(Cc5ccc6c(c5)OCO6)CC4)oc3nc2c1,-21%,-13%,-34%[inhibitor],7%,?,-1%,15%,17%
O=C(Nc1ccc2c(c1)OCCO2)c1ccc(Cl)c(S(=O)(=O)N2CCOCC2)c1,-16%,3%,-37%[inhibitor],10%,2%,-1%,11%,18%
CCn1cc(C(=O)OC(C)C(=O)Nc2c(C)n(C)n(-c3ccccc3)c2=O)c(=O)c2ccc(C)nc21 (configuration not stated),?,0%,i,12%,-10%,-5%,14%,-17%
Fc1cccc(-c2nn[nH]n2)c1,-11%,4%,-41%[57.5 µM],-21%,-4%,-5%,6%,-18%
Cc1nn(S(=O)(=O)c2ccccc2)c(C)c1Sc1ccc([N+](=O)[O-])cc1,21%,0%,i,4%,9%,-10%,1%,-5%
CC(=O)c1ccc(N(CC(=O)Nc2cc(C)on2)S(=O)(=O)c2ccc(C)cc2)cc1,2%,-3%,i,15%,-8%,-2%,7%,19%
Cc1ccc(Nc2nc(CSc3nnc(-c4cccnc4)n3-c3ccccc3C)cs2)cc1,16%,-2%,-9%,1%,-20%,-8%,5%,?
CCCc1nc2n[nH]c(N)c2c2c1CCCC2,-4%,1%,i,0%,3%,-1%,1%,20%
O=C(COc1ccc2c(c1)CCC2)NCc1ccc(Cl)cc1,?,6%,-6%,11%,-15%,?,-4%,4%
C[C@@H]1CCCCO[C@H](CN(C)C(=O)Nc2ccc(F)cc2)[C@@H](C)CN([C@H](C)CO)C(=O)c2cc(N(C)C)ccc2O1,0%,-11%,i,4%,-10%,-6%,6%,9%
c1cncc(-c2nnc(C3CCCCC3)o2)c1,0%,1%,i,6%,0%,0%,4%,16%
Cn1nnc(NC(=S)NC(=O)c2cc3ccccc3o2)n1,14%,12%,-12%,6%,-16%,-10%,-6%,17%
CC(C)CN(C(=O)c1ccco1)C1CCS(=O)(=O)C1 (configuration not stated),-8%,0%,i,-4%,1%,-1%,-12%,14%
Cc1ccc(-c2csc(NC(=O)c3cccc(C)c3)c2C(=O)O)cc1,-31%[inhibitor],2%,-19%,-9%,-14%,1%,-6%,5%
COc1ccc2nc(NC(=O)CSc3nnnn3C3CCCCC3)sc2c1,-9%,-7%,-22%,13%,-7%,-1%,18%,-4%
CCn1c(SCC(=O)N2CCOCC2)nc2c(c1=O)SC(C)C2 (configuration not stated),-13%,-2%,1%,0%,12%,-2%,13%,22%
COc1cc(OC)cc(C2=Cc3ccccc3C(CC(C)=O)N2c2ccc(-c3cccs3)cc2)c1 (configuration not stated),25%,15%,-4%,4%,11%,1%,6%,7%
CCn1nnnc1SCC(=O)NCc1ccco1,-9%,0%,i,8%,-16%,-2%,2%,30%
S=c1[nH]nc(-c2ccccn2)n1/N=C/c1cccc2ccccc12,?,-6%,-21%,3%,-8%,0%,11%,-1%
Cc1ccc(-c2nnc(NC(=O)c3ccc([N+](=O)[O-])o3)o2)c(C)c1,?,3%,-23%,-16%,4%,17%,0%,-6%
Cc1ccc(CNc2ccc(N3CCOCC3)cc2)cc1,-20%,1%,-38%[inhibitor],6%,10%,1%,1%,27%
CN1CCN(CC(=O)Nc2ccc(Cl)cc2Cl)CC1,-21%,3%,-17%,9%,12%,0%,12%,0%
COC(C/C=C/[C@H](O)[C@@H](C)OCc1ccccc1)OC,-6%,14%,-15%,4%,5%,0%,-15%,-24%
Cc1cccc2nc(CSc3ccccc3N)cn12,-8%,0%,i,-9%,10%,-3%,5%,-16%
CN(C)c1cccc(C(=O)Nc2ccc3nc4n(c(=O)c3c2)CCCCC4)c1,12%,-11%,i,14%,-14%,-11%,-10%,14%
Cc1ccc(C(=O)N/C(=C\c2cccs2)C(=O)NCCc2c[nH]c3ccccc23)cc1C,-6%,-13%,i,12%,-2%,-2%,23%,?
O=C(Cc1c(Cl)cccc1Cl)Nc1ccc(S(=O)(=O)Nc2ncccn2)cc1,-7%,10µM*,-13%,4%,8%,-6%,10%,2%
CCOC1=C2[C@@H](CN(S(=O)(=O)c3ccccc3C)[C@H]2c2ccc(Cl)cc2)[C@H]2C(=O)N(C3CCCCC3)C(=O)[C@H]2C1,-1%,-6%,-45%[inhibitor],-2%,-15%,7%,2%,?
CCc1cc(C(=O)N=Nc2c(O)[nH]c3ccc([N+](=O)[O-])cc23)c2ccccc2n1,13%,0%,-19%,4%,?,0%,-5%,31%
COc1ccc(OC)c(NC(=O)CSc2ccc(-c3ccco3)nn2)c1,20µM*,-9%,-35%[inhibitor],6%,-15%,-7%,0%,44%
O=C(COC(=O)c1ccc(C(F)(F)F)cc1)Nc1cccc(S(=O)(=O)NC2=NCCCCC2)c1,24%,-11%,i,-12%,-7%,4%,0%,/
COc1ccc(CNC(=O)CCOc2ccc(C(C)(C)C)cc2)cc1,21%,-1%,i,-14%,-13%,9%,1%,0%
CCc1c(C(=O)OCc2ccccc2)[nH]c(C)c1C,12%,-25%,-20%,3%,-15%,2%,3%,0%
Cc1ccc(-c2nn3c(C)nnc3c3ccccc23)cc1S(=O)(=O)N(C)CCO,-2%,4%,-39%[inhibitor][57.5 µM],-3%,2%,-2%,-6%,-8%
O=C(Nc1ccc(S(=O)(=O)Nc2ncccn2)cc1)C1COc2ccccc2O1 (configuration not stated),-16%,-9%,-13%,10%,-21%,-3%,12%,16%
CCOc1ccc(NC(=S)N=Nc2c(O)[nH]c3ccccc23)cc1,4%,0%,-11%,7%,2%,-12%,13%,-8%
CC(C(=O)O)n1cc(Cl)cn1 (configuration not stated),0%,-3%,i,11%,1%,0%,-1%,8%
N#CCc1c(C#N)c(N)nc(N2CCN(Cc3ccc4c(c3)OCO4)CC2)c1C#N,11%,10%,i,8%,6%,6%,-11%,/
CC(C)Oc1ccc(S(=O)(=O)N2CCOCC2)cc1NC(=O)Cc1c(F)cccc1Cl,9%,-4%,-6%,0%,-9%,1%,2%,-12%
CCOC(=O)c1sc(N2C(=O)C(O)=C(C(=O)c3ccc(C)o3)C2c2cccc([N+](=O)[O-])c2)nc1C (configuration not stated),13%,10%,-28%,-10%,-4%,1%,-9%,16%

# Record cards, as listed above. Screens in order: TDP-43 yeast inh	EPAC2 antagonist	PTHR1 ag	EPAC2 ag	EPAC1 antagonist	aSyn rescue	EPAC1 ag	FUS yeast rescue
# Cc1ccc(-c2nn3c(C)nnc3c3ccccc23)cc1S(=O)(=O)N(C)CCO across the screens: -2%	4%	-39%[inhibitor][57.5 µM]	-3%	2%	-2%	-6%	-8%
# CCc1c(C(=O)OCc2ccccc2)[nH]c(C)c1C across the screens: 12%	-25%	-20%	3%	-15%	2%	3%	0%
# CCOC(=O)c1sc(N2C(=O)C(O)=C(C(=O)c3ccc(C)o3)C2c2cccc([N+](=O)[O-])c2)nc1C (configuration not stated) across the screens: 13%	10%	-28%	-10%	-4%	1%	-9%	16%
# N#CCc1c(C#N)c(N)nc(N2CCN(Cc3ccc4c(c3)OCO4)CC2)c1C#N across the screens: 11%	10%	i	8%	6%	6%	-11%	/

# Continued:
SMILES,TDP-43 yeast inh,EPAC2 antagonist,PTHR1 ag,EPAC2 ag,EPAC1 antagonist,aSyn rescue,EPAC1 ag,FUS yeast rescue
CC(Sc1nnc(CNC(=O)c2ccco2)n1C)C(=O)Nc1nccs1 (configuration not stated),0%,2%,i,3%,-2%,0%,1%,9%
CCNC(=O)NC(=O)C(C)OC(=O)C1CCN(S(=O)(=O)c2ccccc2F)CC1 (configuration not stated),-13%,-1%,-23%,0%,-20%,0%,-2%,-5%
O=C(N/N=C/c1c[nH]c2ccccc12)c1cc(Cl)ccc1O,18%,-20%,-62%[inhibitor],2%,-14%,-16%,7%,-8%
COc1ccc(N=c2oc3cc(O)ccc3cc2C(=O)NCC2CCCO2)cc1 (configuration not stated),21%,13%,i,-6%,6%,1%,-3%,21%
COc1ccc(-c2cc3ccccc3oc2=O)cc1NC(=O)c1ccc(Br)o1,2%,9%,-4%[57.5 µM],-1%,-20%,1%,0%,35%
CC12CCC(C(=O)N/N=C/c3ccc(O)cc3)(OC1=O)C2(C)C (configuration not stated),-7%,-2%,-2%,1%,-14%,-6%,2%,1%
CCOc1ccc(NC(=O)C(C)Oc2ccccc2C(=O)Nc2ccc(C)c(Cl)c2)cc1 (configuration not stated),-9%,-18%,-7%[57.5 µM],10%,-26%,15%,-2%,?
Cn1c(SCC(=O)Nc2ccc(Br)cn2)nnc1C1CC1,14%,-3%,-3%,7%,20%,5%,-4%,-4%
Cc1nn(Cc2ccccc2)c(C)c1CCC(=O)O,3%,10%,i,-2%,4%,8%,-4%,9%
NC(=O)c1ccc(NC(=O)COc2cccc3c2CCNC3=O)cc1,-19%,-1%,16%,15%,-4%,-9%,3%,17%
O=C(CSc1ccccn1)Nc1ccc2c(c1)OCO2,13%,1%,-5%,-3%,-3%,2%,2%,2%
COc1ccccc1-n1cnnc1SC1CCOC1=O (configuration not stated),12%,9%,?,-6%,14%,-3%,-11%,-24%
COc1cc(-n2c(=O)c3ccccc3n(Cc3cccnc3)c2=O)cc(OC)c1OC,-2%,12%,-5%,8%,-2%,-6%,-4%,/
CCCc1nn2c(=O)cc(CSCC(=O)Nc3cccc(OC)c3)nc2s1,1%,0%,?,-2%,12%,-4%,6%,-9%
CCOc1cc(C(=O)N2CCN(C/C=C/c3ccccc3)CC2)cc(OCC)c1OCC,-12%,-8%,i,-1%,10%,1%,6%,8%
O=[N+]([O-])c1ccc(CN2CCC(Cc3ccccc3)CC2)cc1,-6%,9%,-19%,2%,-5%,1%,-7%,-16%
COc1ccc2nc(NC(=O)c3ccccc3C(=O)O)sc2c1,-7%,7%,-9%,4%,1%,-1%,-7%,-30%
COc1ccc(CNS(=O)(=O)c2ccc(S(=O)(=O)N3CCCCC3)cc2)cc1,1%,-2%,-21%[57.5 µM],3%,0%,-6%,-3%,3%

# Not all compounds are listed; the hit share may differ from the screen's.
